Screening results (PubChem)
B2AR arrestin = agonists driving beta-arrestin recruitment to human beta2-adrenergic receptor | beta-arrestin recruitment to beta2AR, cell-based reporter | 330,000 tested, 0.02% active | AID 492947 | Potency, µM (top dose mostly 46.1 µM), without a hit: top-dose activation, actives largely listed as activators;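 also: potency is read from the fitted curve at half-maximal effect; 0% = DMSO controls and full agonism = EC100 isoproterenol or metaproterenol; nearly all actives have a fitted effect of over 65% in size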
ELG1 repair inh = ELG1-dependent DNA repair inhibition. HEK293T ELG1-luciferase reporter, luminescence, 16 h; DNA damage induced by 5-fluorouridine. Potency, µM (titrated, usually from 46.1 µM), without a hit: top-dose activity change, negative = inhibition, actives largely listed as inhibitors. 330,000 tested, 2.3% active. AID 504467; also: potency is read from the fitted curve at half-maximal effect; % is scaled to controls: 0 for no effect and ±100 for the full control effect; nearly all actives have a fitted effect of over 55% in size
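Step one: seed 2,000 cells per well. Step two: pin-transfer compound or DMSO alongside 5-fluorouridine. Step three: incubate 16 hr, 37 °C, 5% CO2. Step four: add ONE-Glo, wait 30 min, read luminescence.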
PTAP TSG101 blk = blocks PTAP/TSG101 interaction to inhibit HIV-1 budding. Q99816. Fluorescence polarization, FITC-PTAP peptide / Tsg101 binding. Potency, µM (series often up to 115 µM), without a hit: top-dose activity change, negative = inhibition, actives largely listed as inhibitors. 340,000 tested, under 10 active. AID 493005; active = well fitted inhibition curve with a large enough effect in the main read-out, with a control signal flat, not every such curve was filed as active; inconclusive = small, poorly fitted or top-dose-only effect, or effect the other way, or a change in a side signal; inactive = no such curve, though single readings can be large or run the other way; also: potency is read from the fitted curve at half-maximal effect; % of control where 0% means no effect
Target sequence (Q99816 whole entry, looked up): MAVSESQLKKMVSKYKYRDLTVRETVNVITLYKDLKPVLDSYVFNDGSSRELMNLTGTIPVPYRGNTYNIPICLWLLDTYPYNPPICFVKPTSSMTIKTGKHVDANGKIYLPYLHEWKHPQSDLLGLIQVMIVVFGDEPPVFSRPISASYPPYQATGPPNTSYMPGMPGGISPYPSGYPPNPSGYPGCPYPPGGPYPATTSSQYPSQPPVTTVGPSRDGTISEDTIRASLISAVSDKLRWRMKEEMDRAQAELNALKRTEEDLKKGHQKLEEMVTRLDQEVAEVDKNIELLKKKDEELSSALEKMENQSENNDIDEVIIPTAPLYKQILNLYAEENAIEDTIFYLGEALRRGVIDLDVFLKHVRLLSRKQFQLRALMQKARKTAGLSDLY
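Fluorescence polarization binding of Tsg101 binding domain (10 uM final) to FITC-labeled PTAP peptide (50 nM final) in HEPES pH 7.5 buffer with NaCl, Tween 20, EDTA, TCEP. Compounds added before peptide; binding 20 min at RT.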
Mito fusion yeast = inhibitors of mitochondrial division or activators of mitochondrial fusion | S. cerevisiae fusion-defective mutant growth rescue, CellTiterGlo 48 h | Potency, µM (highest dose often 46.1 µM), for inactives: at the top dose growth rescue (activation), actives largely listed as activators | 320,000 tested, 0.23% active | AID 485298;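 also: potency is read from the fitted curve at half-maximal effect; % of control where 0% means no effect; nearly all actives have a fitted effect of over 45% in size; temperature-sensitive fusion mutants such as fzo1-1 at 37 °C on non-fermentable ethanol glycerol medium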
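S. cerevisiae fusion-defective temperature-sensitive mutants (e.g. fzo1-1, mgm1-5) grown 48 h at 37C in YPEG (ethanol/glycerol non-fermentable) medium with 23 nl compound per well; growth rescue read as CellTiterGlo luminescence.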
Chronic BCR inh = chronic active BCR signaling inhibition | ABC-DLBCL IkBa-CBG/CBR reporter, luminescence ratio, 4 h | Potency, µM (top dose mostly 46.1 µM), without a hit: at the top dose ratio change, negative = lower green/red ratio, usual class: inhibitors | 340,000 tested, 0.05% active | AID 493014; active = well fitted inhibition curve with a large enough effect in the signal ratio, with a control signal flat, not every such curve was filed as active; inconclusive = small, poorly fitted or top-dose-only effect, or effect the other way, or a change in a side signal; the % refers to the signal ratio;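 also: potency is read from the fitted curve at half-maximal effect; plate controls were basal doxycycline-induced cells for no effect and cells given 10 µM MG132 for full effect; MG132 reads +100%, hits lower the ratio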
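Concentration-response series (up to 46 uM) were applied to TMD8 dual-reporter cells for 4 h at 37C with doxycycline. Green/red ratio, after filter-overlap correction, defined %Activity; red signal alone was normalised to basal cells and zero luminescence.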
Tb PFK inh = T. brucei PFK enzyme inhibition; O15648; T. brucei PFK, ADP-Glo luminescence; Potency, µM (highest dose often 57.5 µM), inactives show at the highest dose activity, negative = inhibition, actives largely listed as inhibitors; 330,000 tested, 0.17% active; AID 485367;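 also: potency is read from the fitted curve at half-maximal effect; 0% = uninhibited 1x PFK enzyme wells and -100% = no-enzyme wells; nearly all actives have a fitted effect of over 60% in size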
Target sequence (O15648 whole entry, looked up): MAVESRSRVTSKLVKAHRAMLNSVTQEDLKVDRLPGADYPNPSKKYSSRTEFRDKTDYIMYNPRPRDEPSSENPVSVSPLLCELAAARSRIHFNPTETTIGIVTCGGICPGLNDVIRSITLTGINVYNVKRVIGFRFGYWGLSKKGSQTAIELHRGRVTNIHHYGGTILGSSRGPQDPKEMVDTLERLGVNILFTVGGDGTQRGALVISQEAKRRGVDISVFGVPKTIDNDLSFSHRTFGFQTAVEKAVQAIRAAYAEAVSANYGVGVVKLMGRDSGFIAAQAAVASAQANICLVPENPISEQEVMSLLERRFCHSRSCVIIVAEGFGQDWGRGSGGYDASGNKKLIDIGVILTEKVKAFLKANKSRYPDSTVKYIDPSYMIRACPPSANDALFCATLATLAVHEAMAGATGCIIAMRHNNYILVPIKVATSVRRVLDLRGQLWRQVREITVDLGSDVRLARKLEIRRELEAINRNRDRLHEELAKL
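In TEA buffer at pH 8.0 with 5 mM MgCl2, enzyme (1.25 nM) converted F6P (0.5 mM) and ATP (0.1 mM) for 45 min at room temperature. ADP product was read by luciferase luminescence.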
TCR activator = activates T cell receptor signaling; primary human leukocytes, anti-CD3, IL-2 HTRF, 48 h; Potency, µM (highest dose often 9.22 µM), inactives show top-dose activation of IL-2 secretion, most hits filed as activators; 330,000 tested, under 10 active; also: % of control where 0% means no effect
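Primary human leukocytes receive a-CD3 beads and test compound and are incubated 48 hr. Secreted IL-2 is then assayed by HTRF, measuring 665nm acceptor emission after 320nm excitation of the europium donor.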
Eya2 inh = blocks the phosphatase activity of human Eya2; O00167; recombinant Eya2, OMFP fluorescence dephosphorylation (OMFP is methylfluorescein phosphate); Potency, µM (doses to about 76.9 µM), inactives show at the top dose activity, negative = inhibition, most hits filed as inhibitors; 330,000 tested, 0.006% active; AID 488837; also: potency is read from the fitted curve at half-maximal effect; % is scaled to controls: 0 for no effect and ±100 for the full control effect
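Eya2 protein (added as 0.2 uM solution) was preincubated with compound for 10 min at ambient temperature in 50 mM HEPES pH 7.5, 50 mM NaCl, 5 uM MgCl2, 0.05% BSA, 1 mM DTT. OMFP (added at 50 uM) then reacted 10 min; fluorescence read at 485/525 nm.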
USP2a block = blocks human ubiquitin-specific protease USP2a; O75604; USP2 core, Ub-CHOP2 coupled fluorogenic reporter, 485/531; Potency, µM (top dose mostly 38.3 µM), without a hit: at the top dose activity change, negative = inhibition, usual class: inhibitors; 330,000 tested, 0.01% active;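 also: potency is read from the fitted curve at half-maximal effect; plate controls were DMSO wells for no effect and full inhibition by NEM control for full effect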
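Cell-free coupled assay: 10nM USP2 core preincubated 30min RT with compound in Tris-HCl pH 8.0/CaCl2/CHAPS buffer, then 25nM Ub-CHOP2 and 25nM reporter substrate; fluorescence (Ex 485/Em 531) read after 60min RT, normalized to NEM inhibition, concentration-response curves fitted.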
TSHR antag = antagonists of human thyroid stimulating hormone receptor; activity change, negative = inhibition, % at 11.5 µM; 330,000 tested, 0.2% active; P16473; TSHR-expressing cells, TSH-stimulated cAMP HTRF, 2 h; active compounds read low;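 active = activity change below a set negative limit, meaning inhibition stronger than a set level, cut at about -70% in these data; inconclusive = activity change between two set negative limits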; also: % is scaled to controls: 0 for no effect and ±100 for the full control effect
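Inhibition of cAMP made by TSHR-expressing cells under TSH stimulation (4nM final, EC80; 2 h, 37 deg C) is quantified with a one-step lysis HTRF kit, anti-cAMP cryptate versus cAMP-d2.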
uPA generation = blocks generation of uPA at the cell surface; Potency, µM (top dose mostly 38.3 µM), without a hit: at the top dose activity change, negative = inhibition, usual class: inhibitors; cell surface uPA generation assay, qHTS; 330,000 tested, 0.31% active; active = well fitted inhibition curve with a large enough effect; inconclusive = small, poorly fitted or top-dose-only effect; inactive = no such curve, though single readings can be large or run the other way; tested in mouse RAW 264.7 cells; also: potency is read from the fitted curve at half-maximal effect; % is scaled to controls: 0 for no effect and ±100 for the full control effect; nearly all actives have a fitted effect of over 55% in size
Numbers without * were called inactive; ? = inconclusive; / = not tested or not shown; [ ] = remark or other dose. Unless noted, calls follow the shape of the dose curve; as a rule, active = well fitted curve in the direction sought with a large enough effect; inconclusive = small, poorly fitted or top-dose-only effect, or another doubt; inactive = no such curve, though single readings can be large; an effect the other way counts as inactive or inconclusive.

SMILES	B2AR arrestin	ELG1 repair inh	PTAP TSG101 blk	Mito fusion yeast	Chronic BCR inh	Tb PFK inh	TCR activator	Eya2 inh	USP2a block	TSHR antag	uPA generation
CCOc1ccc(C(=O)NCCc2ccccc2)cc1	0.0%	?	1.2%	-5.6%	?	3.7%	-2.1%	-38.0%	4.1%	-1.3	?
CCc1ccc(N=C2NC(=O)/C(=C/c3cc(Br)c(OCC(=O)O)c(OC)c3)S2)cc1	0.1%	-1.0%	-2.9%	-4.5%	7.6%	-16.1%	1.0%	-3.5%	-6.3%	-34.5	1.4%
NS(=O)(=O)c1ccc(NC(=O)/C=C/c2ccc3c(c2)OCO3)cc1	0.0%	?	-4.5%	-9.1%	1.6%	-14.9%	-0.8%	-6.6%	-2.5%	20.8	-2.9%
COC(=O)c1ccc(NC(=O)C2C3C=CC(O3)C2C(=O)O)cc1 (configuration not stated)	-0.3%	15.5%	-5.1%	-0.9%	1.8%	26.7%	4.6%	17.8%	0.5%	3.0	-0.8%
COc1cc(C)ccc1OCC(=O)OCC(=O)c1cc(C)n(CC2CCCO2)c1C (configuration not stated)	0.1%	16.3%	-8.8%	-0.3%	0.0%	-9.4%	-3.7%	10.5%	3.1%	-1.2	8.3%
Cc1cccc(OCC(=O)Nc2ccccc2C(=O)N2CCOCC2)c1	-1.0%	-5.6%	-2.7%	0.1%	-0.8%	3.0%	-2.6%[46.1 µM]	-9.6%	1.5%	12.2	-0.7%
O=C(Cn1nc(-c2ccccc2)ccc1=O)Nc1ccc(-n2cnnn2)cc1	-0.4%	14.7%	-4.9%	-1.6%	3.2%	-20.1%	-2.3%	-6.3%	4.6%	14.9	-5.1%
N=c1ncn(CC(O)CN2CCOCC2)c2nc(N3CCOCC3)[nH]c12 (configuration not stated)	0.1%	8.5%	-7.0%	-5.7%	-1.5%	-2.8%	4.1%	-1.6%	0.6%	-3.2	/
Cc1c(C#N)c2ccccc2n1CC(=O)NCCc1c[nH]c2ccccc12	0.3%	?	0.8%	-3.1%	?	4.3%	-1.2%	22.1%	-0.5%	-11.3	13.6%
Cc1ccc(S(=O)(=O)N(C)C)cc1NC(=O)C(C)N(C)CCOc1ccc(Cl)cc1 (configuration not stated)	-0.5%	?	-1.7%	29.3%	-0.3%	-4.2%	6.2%	2.7%	-4.8%	-13.0	-2.1%
CC(OC(=O)c1ccccc1)C(=O)NCCC1=CCCCC1 (configuration not stated)	-0.1%	5.4%	-2.1%	0.8%	-2.7%	-3.1%	4.5%	9.4%	2.0%	-10.3	-1.5%
Cc1cccc(C)c1NC(=O)COC(=O)[C@@H]1CCCN1C(=O)c1cccs1	-0.5%	11.6%	0.3%	/	-0.2%	0.1%	-4.1%[46.1 µM]	0.7%	0.1%	-9.9	0.1%
CCOC(=O)N1CCN(C(=O)CN(c2ccc(C)c(C)c2)S(=O)(=O)c2ccccc2)CC1	-0.6%	-5.6%	-4.3%	1.1%	0.7%	-4.9%	6.6%	5.5%	?	10.9	3.6%
Cc1cc2oc(C(=O)NC3CCS(=O)(=O)C3)cc(=O)c2cc1C (configuration not stated)	0.3%	-1.1%	-2.1%	1.2%	7.9%	0.9%	0.1%	-15.5%	0.3%	-10.9	0.6%
Cc1ccc(C(=O)Nc2cc(S(=O)(=O)N3CCOCC3)ccc2N2CCCC2)cc1	0.2%	2.2%	-5.3%	0.0%	-2.2%	-0.3%	-6.5%	-27.3%	3.8%	-1.4	-9.2%
CCOc1ccc2[nH]c(=O)c(CN(Cc3cccs3)Cc3nnnn3C(C)(C)C)cc2c1	-0.7%	?	-5.8%	9.4%	-0.1%	-5.4%	-11.9%	-0.4%	1.1%	0.4	?
CCN1CCN(/C=N/c2nc3c(s2)CCCC3)CC1	-0.7%	?	-8.6%	-1.3%	5.5%	-0.2%	-3.7%	-28.8%[15.4 µM]	3.9%	4.2	?
Cc1ccc(NC(=O)CSc2nnc(-c3cccnc3)s2)cc1	-0.5%	13.5%	0.1%	0.4%	-0.5%	-5.3%	12.7%[46.1 µM]	2.5%	3.4%	31.2	-1.7%
Cc1cc(C)c(NC(=O)CSc2nnc(CNC(=O)c3ccccc3F)o2)c(C)c1	-0.8%	-2.6%	-2.7%	0.3%	?	0.6%	0.8%	7.3%	1.8%	-1.9	-1.4%
O=C1CC(C2CCCO2)C(=O)N1c1cccc(Cl)c1 (configuration not stated)	-0.4%	3.4%	3.2%	0.8%	-0.3%	-3.1%	-2.8%	-11.3%	1.1%	0.2	1.9%
COc1ccccc1CNC(=O)COc1ccc(S(=O)(=O)N2CCOCC2)cc1	0.4%	9.6%	0.4%	3.5%	-1.6%	10.1%	/	15.7%	-1.4%	3.6	-2.5%
COCCNC(=O)CN(CCc1ccccc1)S(=O)(=O)c1ccc(OC)cc1	0.3%	3.7%	-4.6%	3.5%	?	-8.0%	4.8%	-1.1%	4.6%	-2.1	0.0%
Cc1ccc(S(=O)(=O)N2CCN(C(=O)CN3C(=O)NC4(CCCC4)C3=O)CC2)c(C)c1	-0.4%	-17.9%	-5.1%	0.0%	-5.0%	6.9%	-0.9%	-7.1%	-0.6%	7.1	-1.1%
CN(C)c1c([N+](=O)[O-])ncn1C	0.2%	-12.4%	-7.7%	0.5%	-1.3%	3.5%	3.0%	-27.1%	0.5%	15.2	-3.4%
Cn1c(SCC(=O)NC(C)(C)C)nc(O)cc1=O	0.3%	-5.0%	-5.5%	-1.3%	2.5%	-2.3%	7.9%	2.0%	1.3%	-4.2	3.2%
COC(=O)c1c(/N=C/NOCc2ccc(Cl)cc2)sc2c1CCN(c1ncc(C(F)(F)F)cc1Cl)C2	-0.5%	1.7%	-1.0%	0.7%	?	5.2%	-1.4%	-27.3%	0.7%	21.0	6.4%
Cc1ccc(S(=O)(=O)N2CCOCC2)cc1NC(=O)COC(=O)Cc1ccsc1	3.7%	10.4%	-1.6%	-1.6%	-0.9%	6.8%	1.1%[46.1 µM]	2.7%	3.1%	5.6	4.8%
CN(CC(=O)Nc1ccccc1C(F)(F)F)C(=O)c1cc([N+](=O)[O-])ccc1N1CCOCC1	-0.3%	2.1%	0.7%	1.3%	-1.4%	0.1%	-3.9%	-12.9%	-0.5%	7.7	7.4%
O=C(NN=C1CCC(c2ccccc2)CC1)c1cc2c(s1)CCCC2 (configuration not stated)	0.0%	6.0%	-4.5%	0.6%	?	-1.3%	4.0%[46.1 µM]	-1.0%	2.0%	14.3	2.9%
CCCCN(C)C(=O)CCCc1c[nH]c2ccccc12	-0.7%	?	-11.4%	11.6%	5.0%	-0.9%	5.6%[46.1 µM]	1.9%	0.6%	2.0	-1.5%
CCCC(C)NC(=O)CN(c1ccc2c(c1)OCCO2)S(=O)(=O)c1ccccc1 (configuration not stated)	-0.2%	-7.0%	-3.2%	5.6%	-1.0%	6.3%	9.4%	-12.7%	1.4%	4.7	7.5%
CCOC(=O)c1c(NC(=O)CSc2ncnc3ccccc23)sc(C)c1C	0.2%	11.6µM*	-4.8%	2.5%	1.6%	-6.7%	4.1%[46.1 µM]	4.9%	1.6%	9.4	-7.8%
CC(=O)C[C@H](O)CC(=O)[C@@H]1OC(=O)CCCCCCCCc2ccccc21	-0.1%	1.9%	-0.9%	/	?	16.4%	-2.0%	9.3%	-0.8%	-26.0	1.0%
COc1cc2c(CCNC(C)=O)c[nH]c2cc1O	/	/	1.3%	-9.5%	/	/	6.1%	-4.6%	/	-28.7	19.3%
CCCc1cc(=O)[nH]c(SCC(=O)Nc2ccc(OCc3ccccc3)cc2)n1	-0.2%	?	-5.4%	-1.2%	-10.7%	-9.4%	0.4%	6.4%	0.6%	-6.5	9.5%
COc1ccc(CNC(=O)C2=CCN(S(=O)(=O)c3ccc(C)cc3)CC2)cc1	-0.3%	?	-1.8%	0.2%	0.0%	-7.6%	2.3%	6.0%	0.8%	-10.6	0.2%
CCC1=C(OC(=O)N(CC)CC)N2C(=O)OC(=NCCOC)[C@]2(Cc2ccccc2)[C@H]2C1=CC[C@H]1C(=O)N(CC)C(=O)[C@H]12	-0.6%	1.4%	1.0%	1.8%	?	4.0%	3.2%	6.1%	-10.1%	-11.3	-26.2%
Cc1ccc(S(=O)(=O)N2CCN(C(=O)c3sccc3C)CC2)cc1	4.2%	-6.5%	-2.8%	10.7%	-0.8%	-1.3%	3.4%	-10.3%	-0.8%	1.0	-3.1%
